DPM-DC inhibit = S. pneumoniae DPM-DC inhibition | purified DPM-DC, PK/LDH coupled NADH fluorescence | calls only at 10 µM | 65,000 tested, 0.49% active | AID 556;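 active means the 320 compounds with the highest percent inhibition in the single-dose primary screen, excluding strongly autofluorescent ones, cut at about 32% in these data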;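 further: kinetic rate of NADH fluorescence loss reporting ADP formed by the decarboxylase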
HT1080 viability = cytotoxicity in HT1080 fibrosarcoma cells, cell-based, fluorescence readout (AID 620); cytotoxicity, % at 10 µM; hits with a dose series show EC50 in µM; 87,000 tested, 0.42% active; HT1080 viability, fluorescence; higher % means a stronger effect;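 further: cells exposed to compound overnight then 4 h with Alamar Blue; 0% = vehicle DMSO and 100% = killing control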
HPDE-C7 viability = HPDE-C7 pancreatic duct cell viability loss – fluorescence, HTS (AID 430); HPDE-C7 pancreatic duct cells viability, fluorescence; higher % means a stronger effect; cytotoxicity, % at 10 µM; hits with a dose series show EC50 in µM; 63,000 tested, 1.8% active;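 further: cells exposed to compound for 48 hours before viability readout; 0% = vehicle and 100% = reference cytotoxic drug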
KRASV12 cytotoxicity = viability loss of HPDE-C7K cells – cell-based, fluorescence, HTS, primary screen (AID 431); HPDE-C7K KRASV12 cells, Alamar Blue viability, 48 h; higher % means a stronger effect; cytotoxicity, % at 10 µM, or EC50 in µM where a hit was titrated; 63,000 tested, 1.7% active;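 active means compounds whose percent cytotoxicity in the single-dose primary screen, scaled between solvent and toxic-drug controls, exceeds 50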;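 further: 0% = DMSO solvent wells and 100% = doxorubicin-treated wells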
Bfl-1 displacement = displacement of Bid BH3 peptide from Bfl-1 – biochemical, fluorescence polarization, FITC-Bid, mouse, primary screen (AID 432); FITC-Bid BH3 peptide fluorescence polarization displacement; higher % means a stronger effect; displacement, % at 20 µM, or IC50 in µM where a hit was titrated; 64,000 tested, 0.02% active; in the data active means a potency from the dose series; inactive means the rest, 99 in 100 with displacement below about 15%; further: strong numbers were not always called active
LYP inhibition = inhibition of human PTPN22 tyrosine phosphatase – biochemical, DiFMUP fluorescence, recombinant catalytic domain, 10 µM, primary screen (AID 606); recombinant LYP catalytic domain, DiFMUP fluorescence; higher % means a stronger effect; inhibition, % at 10 µM, or IC50 in µM where a hit was titrated; 52,000 tested, under 10 active;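 active means IC50 under 40 µM in the dose-response test; inactive means IC50 of 40 µM or more, or never dose-tested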
MK inhibit = S. pneumoniae mevalonate kinase inhibition; purified MK, PK/LDH-coupled NADH absorbance 340 nm; inhibition, % at 10 µM; 65,000 tested, 0.48% active;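 active means ranked among the strongest by inhibition in the single 10 µM screen, a fixed top-ranked set picked for dose follow-up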; further: no value below 0 was filed
Alkaline phosphatase = inhibition of tissue-nonspecific alkaline phosphatase – biochemical, luminescent (AID 518); 64,000 tested, 0.09% active; purified TNAP enzyme, luminescent substrate readout; higher % means a stronger effect; one-dose inhibition, % at 20 µM; IC50 in µM for titrated hits; in the data active means a potency from the dose series; inactive means the rest, 99 in 100 with inhibition below about 22%;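 further: plate controls were vehicle for no effect and reference inhibitor for full effect; many of its hits are not listed in these tables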
PMK inhibit = S. pneumoniae PMK inhibition. AID 539. inhibition, % at 10 µM. 65,000 tested, 0.49% active. purified PMK, PK/LDH-coupled NADH absorbance 340 nm;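 active means top-ranked compounds by inhibition in the single 10 µM screen, taking a fixed number of the strongest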;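 further: 0% = full reaction with DMSO carrier and 100% = background rate without enzyme reaction; no value below 0 was filed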
PMK inhibit pilot replicates = recorded beside PMK inhibit, whose call it bears; inhibition, %; measured here: pilot screen replicates
MK inhibit pilot replicates = second read-out of MK inhibit, no call of its own (marks repeat the call); inhibition, %; measured here: pilot screen replicates
DPM-DC inhibit pilot screen % = second read-out of DPM-DC inhibit, no call of its own (marks repeat the call); inhibition, %; measured here: pilot screen trials
Active calls of the source: *; i = inactive; . = not tested or not shown; + = active, no number. Unless noted, no stated cut-off is given here; in the data, active means cytotoxicity above about 50%; inactive means the rest.

SMILES	DPM-DC inhibit	HT1080 viability	HPDE-C7 viability	KRASV12 cytotoxicity	Bfl-1 displacement	LYP inhibition	MK inhibit	Alkaline phosphatase	PMK inhibit	others
Cc1nn(C)c(C)c1S(=O)(=O)N1CCCC(C(=O)NCC2COc3ccccc3O2)C1 (stereo unspecified)	i	-1%	-4%	-2%	-7%	2%	7	-4%	0
CCOC(=O)c1cc(NC(=O)N2CCCc3ccccc32)c(C)nc1C	i	-5%	-2%	5%	6%	9%	1	5%	15
O=C(CN1CCC(n2nnc3cc(C(F)(F)F)ccc32)CC1)NCc1cccs1	i	-1%	-19%	-23%	-1%	5%	6	-6%	13
CCOc1ccc(Nc2cc(C)nc3nc(C)nn23)cc1	i	-1%	-3%	0%	-2%	18%	4	8%	0
COc1ccc(CCNC(=O)C2CCN(S(=O)(=O)c3cc(OC)ccc3OC)CC2)cc1	i	3%	-21%	2%	-7%	.	6	18%	8	PMK inhibit pilot replicates=5.5;MK inhibit pilot replicates=0.0;DPM-DC inhibit pilot screen %=0.0
CC1Cc2ccccc2N1C(=O)c1cnsn1 (stereo unspecified)	i	4%	-32%	-6%	2%	-15%	1	15%	0	PMK inhibit pilot replicates=1.0;MK inhibit pilot replicates=1.0;DPM-DC inhibit pilot screen %=1.5
CC(C(=O)N1CCCCC1)N1C(=O)c2ccccc2C1=O (stereo unspecified)	i	2%	-2%	6%	-6%	-17%	3	10%	5
COc1ccc(NC(=O)CCNS(=O)(=O)c2ccc3c(c2)c(=O)n(C)c(=O)n3C)cc1	i	5%	-8%	-10%	6%	-1%	3	6%	12
CCOc1ccc(NS(=O)(=O)c2ccc3[nH]cc(C(=O)NCC4CCCO4)c(=O)c3c2)cc1 (stereo unspecified)	i	6%	-9%	-5%	5%	3%	0	7%	3
CC(=O)c1c(C)[nH]c(C(=O)N2c3ccccc3CC2C)c1C (stereo unspecified)	i	3%	-8%	10%	-4%	-1%	4	10%	4
CCOc1ccc(/C(=N\O)C(C)NO)cc1 (stereo unspecified)	i	0%	23%	34%	-5%	0%	4	4%	1
CCOC(=O)c1cnc(=O)[nH]c1C	i	-1%	-3%	1%	-2%	1%	4	10%	0
COC(=O)c1[nH]c2ccccc2c1NC(=O)CN1CCN(C(=O)c2ccco2)CC1	i	-6%	.	.	0%	4%	12	1%	1
CCOC(=O)C1C2C=CC3(CN(c4ccc(Cl)c(F)c4)C(=O)C13)O2 (stereo unspecified)	i	4%	-7%	-5%	2%	2%	10	3%	0
CCC(CC)C(=O)NCCc1cc2c(OC)ccc(OC)c2[nH]c1=O	i	3%	-3%	7%	-3%	8%	0	10%	0

The last 4 records of the part above are carried over, then new ones follow.
SMILES	DPM-DC inhibit	HT1080 viability	HPDE-C7 viability	KRASV12 cytotoxicity	Bfl-1 displacement	LYP inhibition	MK inhibit	Alkaline phosphatase	PMK inhibit	others
CCOC(=O)c1cnc(=O)[nH]c1C	i	-1%	-3%	1%	-2%	1%	4	10%	0
COC(=O)c1[nH]c2ccccc2c1NC(=O)CN1CCN(C(=O)c2ccco2)CC1	i	-6%	.	.	0%	4%	12	1%	1
CCOC(=O)C1C2C=CC3(CN(c4ccc(Cl)c(F)c4)C(=O)C13)O2 (stereo unspecified)	i	4%	-7%	-5%	2%	2%	10	3%	0
CCC(CC)C(=O)NCCc1cc2c(OC)ccc(OC)c2[nH]c1=O	i	3%	-3%	7%	-3%	8%	0	10%	0
Cc1ccc2nc(N3CCN(Cc4ccc(F)cc4)C3=O)c(C)cc2c1	i	-10%	-10%	12%	6%	4%	7	6%	7
Cc1ccccc1Nc1nc(N)nc(CSc2nnnn2-c2ccccc2)n1	i	11%	1%	1%	-11%	.	4	8%	12
COc1ccc(CN(Cc2cccnc2)S(=O)(=O)c2ccc(-n3cnnn3)c(C)c2)cc1OC	i	-7%	-4%	-27%	-7%	3%	6	8%	9
COc1ccccc1C(=O)N1CCN(C2CCN(Cc3ccccc3)CC2)CC1	i	0%	4%	7%	-5%	5%	5	13%	2
Cc1ccc(C)c(OCC(=O)Nc2nonc2NC(=O)COc2cc(C)ccc2C)c1	i	-4%	50%	74%*	5%	-2%	8	-8%	6
O=C1c2ccccc2C(Nc2ccc3c(c2)OCCO3)N1Cc1ccccc1 (stereo unspecified)	i	-3%	2%	8%	-3%	0%	8	-2%	7
O=C1NC2=C(C(=O)CCC2)C(c2ccc3ncccc3c2)N1 (stereo unspecified)	i	7%	-23%	-16%	0%	7%	4	13%	7	PMK inhibit pilot replicates=0.0;MK inhibit pilot replicates=0.5;DPM-DC inhibit pilot screen %=0.0
COc1ccccc1N1CCN(C(=O)c2ccc(S(=O)(=O)N3CCCCC3)cc2)CC1	i	10%	-7%	-4%	-10%	-2%	9	14%	0
COc1ccc(Cl)c(NC(=O)Nc2c(C)n(-c3ccccc3)c(=O)n2C)c1	i	10%	3%	-8%	-9%	8%	17	12%	9
COC(=O)c1c(-c2ccco2)csc1NC(=O)C1CC=CCC1C(=O)O (stereo unspecified)	i	-2%	-10%	4%	-5%	9%	7	-2%	9
CCOC(=O)c1sc(NC(=O)C2CC=CCC2C(=O)O)nc1C (stereo unspecified)	i	0%	-31%	-19%	8%	-2%	6	2%	0	PMK inhibit pilot replicates=1.0;MK inhibit pilot replicates=0.0;DPM-DC inhibit pilot screen %=0.0
COc1ccc(CSC2=NCCN2)cc1Cl	i	5%	3%	-28%	-2%	3%	4	27%	11
O=C(CSc1cn(Cc2ccccc2)c2ccccc12)Nc1nccs1	i	.	-2%	-17%	-7%	1%	7	3%	23
Cc1ccc(Cn2c(=O)cc(C(=O)O)c3ccccc32)cc1	i	-2%	-13%	-2%	-10%	-2%	2	4%	18
CCOC(=O)c1ccc(NC(=O)CSc2nnc(Cc3cccs3)n2C)cc1	i	8%	-2%	-3%	0%	9%	5	8%	6
CC(C)c1ccc(NC(=O)C(c2ccc3c(c2)OCO3)N2CCC3(CC2)OCCO3)cc1 (stereo unspecified)	i	-5%	4%	9%	3%	.	4	2%	17
CCOc1cccc2cc(-c3cn4cc(C)ccc4n3)c(=O)oc12	.	3%	-4%	9%	29%	.	1	12%	5
O=C1c2cccnc2C(=O)N1Cc1ccco1	i	0%	-6%	-3%	1%	16%	14	3%	8
CCCCn1c(=NC(=O)c2ccc3c(c2)OCO3)c(C#N)cc2c(=O)n3cccc(C)c3nc21	i	-11%	13%	20%	0%	-5%	4	10%	5
O=C1NC(=O)C(CC(=O)N(c2ccccc2)C2(C(=O)NC3CCCC3)CCCCC2)N1 (stereo unspecified)	+	3%	-16%	-24%	5%	-6%	0	20%	0	PMK inhibit pilot replicates=6.5;MK inhibit pilot replicates=0.0;DPM-DC inhibit pilot screen %=3.0*
CC1(C)CC(=O)C2=C(C1)OC(N)=C(C#N)C2C#Cc1ccccc1 (stereo unspecified)	i	5%	-13%	2%	-3%	-2%	0	8%	8
c1ccc(CNc2c3c(nc4ncnn24)CCCC3)nc1	i	2%	12%	-3%	2%	14%	5	-48%	0	PMK inhibit pilot replicates=0.0;MK inhibit pilot replicates=0.0;DPM-DC inhibit pilot screen %=0.0
CC(C)(C)C(=O)Oc1cc(N)n(S(=O)(=O)c2ccccc2)n1	i	4%	-8%	2%	-6%	2%	i	5%	1	PMK inhibit pilot replicates=1.0;MK inhibit pilot replicates=0.0;DPM-DC inhibit pilot screen %=2.5
O=S(=O)(NCCSc1nc2ccccc2o1)c1ccccc1	i	1%	-11%	-8%	2%	18%	9	12%	24
Cc1cccc(NC(=O)N2CCC(c3nc4ccccc4o3)CC2)c1	i	-3%	1%	6%	-7%	-1%	12	6%	17
O=C(CCN1CCCCC1)c1ccc2c(c1)OCCO2	i	-5%	.	.	-3%	17%	9	14%	14
COC(=O)c1ccc(CSc2ccc3nnc(-c4ccccn4)n3n2)o1	i	0%	-4%	8%	4%	2%	2	10%	0
COCCNC(=O)CS(=O)Cc1nc(-c2ccccc2C)oc1C (stereo unspecified)	i	-6%	-15%	0%	-2%	-2%	2	6%	5
Cn1c(=O)c2c(SCC(=O)NCC3CCCO3)nc(-c3cccs3)nc2n(C)c1=O (stereo unspecified)	.	1%	4%	5%	-8%	4%	3	11%	2
O=C(Nc1nnc(-c2ccc(Cl)cc2)o1)c1ccccc1Br	i	1%	10%	1%	-6%	6%	3	18%	5

Random excerpt: 2 records from the list.
SMILES	DPM-DC inhibit	HT1080 viability	HPDE-C7 viability	KRASV12 cytotoxicity	Bfl-1 displacement	LYP inhibition	MK inhibit	Alkaline phosphatase	PMK inhibit	others
O=C1NC(=O)C(CC(=O)N(c2ccccc2)C2(C(=O)NC3CCCC3)CCCCC2)N1 (stereo unspecified)	+	3%	-16%	-24%	5%	-6%	0	20%	0	PMK inhibit pilot replicates=6.5;MK inhibit pilot replicates=0.0;DPM-DC inhibit pilot screen %=3.0*
O=C(CCN1CCCCC1)c1ccc2c(c1)OCCO2	i	-5%	.	.	-3%	17%	9	14%	14

More compounds:
SMILES	DPM-DC inhibit	HT1080 viability	HPDE-C7 viability	KRASV12 cytotoxicity	Bfl-1 displacement	LYP inhibition	MK inhibit	Alkaline phosphatase	PMK inhibit	others
O=C(NC1CC2CCC(C1)N2Cc1nnnn1Cc1ccco1)NC12CC3CC(CC(C3)C1)C2 (stereo unspecified)	i	5%	5%	1%	-8%	6%	0	-5%	18
Fc1ccc2[nH]c3c(N4CCSCC4)ncnc3c2c1	i	0%	13µM*	13µM*	53%	3%	10	13%	6
COc1ccc2nc(NC(=O)CSC3=NCCS3)sc2c1	i	0%	21%	19%	-18%	3%	7	16%	1
O=C(NCc1cccs1)c1cc2c(s1)CS(=O)(=O)C2	i	3%	-8%	1%	-4%	2%	0	7%	2	PMK inhibit pilot replicates=0.0;MK inhibit pilot replicates=0.0;DPM-DC inhibit pilot screen %=0.0
CCC(=O)Nc1cccc(NC(=O)c2ccc3c(c2)OCCO3)c1	i	0%	10%	5%	-1%	2%	8	11%	6
CC(=O)Nc1cccc(-c2nnc(SCC(=O)N3CCCCC3)n2C)c1	i	0%	5%	-6%	-4%	-1%	6	7%	9
Cc1ccc2cc3cc(C(=O)NCc4ccc5c(c4)OCO5)oc3nc2c1	.	-11%	-10%	-4%	1%	2%	2	7%	1
Cc1ccc2cc(C(c3nnnn3Cc3ccccc3)N3CCN(c4ccccc4)CC3)c(=O)[nH]c2c1 (stereo unspecified)	i	-25%	-8%	-12%	0%	4%	2	-2%	6
Cc1cc(-c2nnc3n2N=C(C(C)(C)C)CS3)n[nH]1	i	9%	-23%	-18%	1%	6%	3	0%	5
CC1=CCC2C(=O)N(c3ccc(C)c(Br)c3)C(=O)C2C1 (stereo unspecified)	i	3%	-2%	-9%	1%	7%	7	10%	0
O=C(CCN1C(=O)CSC1=O)Nc1ccccc1	i	-1%	-18%	-17%	8%	6%	5	11%	0
Fc1cccc(CSc2ncnc3c2oc2ccccc23)c1	i	-19%	12%	1%	-1%	.	10	11%	8
COc1ccc(N2CCN(Cc3nc4c(c(=O)[nH]c(=O)n4C)n3Cc3cccc(Cl)c3)CC2)cc1	i	-7%	-8%	-3%	8%	6%	4	4%	9
